# TRHR ag: activates the human TRH receptor; TRHR cells, calcium flux fluo-8, FDSS agonist mode; activation, % at 2 µM; 360,000 tested, 0.18% active; AID 493084; in the data active means activation above about 30%; further: 0% is about no effect
# Target sequence (P34981 whole entry, looked up): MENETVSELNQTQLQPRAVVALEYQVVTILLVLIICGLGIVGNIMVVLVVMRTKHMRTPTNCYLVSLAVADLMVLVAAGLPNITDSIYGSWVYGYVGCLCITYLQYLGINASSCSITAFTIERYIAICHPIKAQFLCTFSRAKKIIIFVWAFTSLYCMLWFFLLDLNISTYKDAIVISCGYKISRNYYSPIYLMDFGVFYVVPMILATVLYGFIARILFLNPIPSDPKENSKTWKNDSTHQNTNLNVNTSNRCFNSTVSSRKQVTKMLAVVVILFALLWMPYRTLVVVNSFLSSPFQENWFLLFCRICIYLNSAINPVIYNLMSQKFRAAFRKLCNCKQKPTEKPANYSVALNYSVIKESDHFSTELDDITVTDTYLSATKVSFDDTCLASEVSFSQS
#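 TRHR-expressing cells loaded with fluo-8 calcium dye; 23 nL library compound pin-transferred, kinetic FDSS fluorescence (Ex 480/Em 530) recorded about 180 s for agonist-induced calcium release, before a 10 nM TRH EC20 addition for potentiator mode.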
# TRHR enhancer: allosterically enhances the human TRH receptor | TRHR cells, fluo-8 calcium fluorescence, EC20 TRH enhancement | AID 493056 | enhancement, % at 2 µM | P34981 | 360,000 tested, 0.66% active; in the data active means enhancement above about 30%; further: 0% is about no effect
#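 TRHR-expressing cells loaded with fluo-8 calcium dye were read kinetically (ex 480/em 530) during compound addition, then stimulated with an EC20 of TRH (10 nM final). Enhancement of the Gq-mediated intracellular calcium response was scored.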
# D2 potentiator: positively modulates the human D2 dopamine receptor allosterically. HEK293 T-REx D2, calcium flux, EC20 dopamine potentiation. 340,000 tested, 0.34% active. P14416. AID 485347. potentiation, % at 10 µM;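 active means potentiation over 3 SD above the plate norm, cut at about 30% in these data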; further: 0% is about no effect
#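 Using a no-wash calcium dye in inducible, force-coupled HEK293 Trex cells expressing D2, we tracked fluorescence each second for 180 s after compound, then for 180 s after EC20 dopamine to detect augmented signalling.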
# D1 antag: antagonists of human D1 dopamine receptor | P21728 | AID 504652 | HEK293 TREx D1 cells, calcium flux, dopamine EC80; hits give low values | activity change, negative = inhibition, % at 10 µM | 360,000 tested, 3.2% active; in the data active means activity change below about -30%; further: on the % scale 0 is the no-effect control and ±100 the full control effect
# Target sequence (P21728 whole entry, looked up): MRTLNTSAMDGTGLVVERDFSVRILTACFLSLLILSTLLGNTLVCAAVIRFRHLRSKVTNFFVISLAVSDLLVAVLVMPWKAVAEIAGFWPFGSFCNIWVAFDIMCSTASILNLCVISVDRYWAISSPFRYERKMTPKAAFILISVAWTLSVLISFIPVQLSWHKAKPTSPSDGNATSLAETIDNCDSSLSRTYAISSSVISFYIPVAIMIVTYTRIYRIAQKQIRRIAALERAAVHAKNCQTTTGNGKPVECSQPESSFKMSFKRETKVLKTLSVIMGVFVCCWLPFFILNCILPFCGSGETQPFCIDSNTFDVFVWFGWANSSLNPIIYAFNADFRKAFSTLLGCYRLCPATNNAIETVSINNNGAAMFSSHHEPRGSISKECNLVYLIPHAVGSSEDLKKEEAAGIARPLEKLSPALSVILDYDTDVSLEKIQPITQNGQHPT
#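 Calcium flux readout: force-coupled, inducible Hek293 Trex D1 line, cells induced overnight at 30 C with tetracycline, dye-loaded 30–90 min at RT. Antagonism scored against EC80 dopamine challenge given 180 s after compound.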
# D1 ag: human D1 receptor agonism; P21728; HEK293 T-REx D1 cells, calcium flux, agonist mode; activation, % at 2 µM; 360,000 tested, 1% active; in the data active means activation above about 30%; further: 0% is about no effect
#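 Tetracycline-induced HEK293 TREx D1 cells, force-coupled to calcium signalling, were dye-loaded with a no-wash calcium kit. Compound was pin-added after a 10 s baseline. Fluorescence was read kinetically at 1 cycle/s for 180 s, with calcium rises flagged as agonism.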
# RXFP1 antagonist: antagonists of human relaxin receptor RXFP1; HEK293-RXFP1, relaxin-stimulated cAMP HTRF, 30 min; hits give low values; activity change, negative = inhibition, % at 57.5 µM; 350,000 tested, 0.59% active; AID 1259400;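 active means activity change of -60% or lower, but not beyond a set lower limit; inconclusive means change between -60% and -40%, or beyond the set limit; inactive means change above -40%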; further: on the % scale 0 is the no-effect control and ±100 the full control effect
# D1 PAM: potentiators of human D1 dopamine receptor | P21728 | HEK293 TREx D1 cells, calcium flux, dopamine EC20 potentiation | potentiation, % at 10 µM | 360,000 tested, 0.036% active | AID 504651; in the data active means potentiation above about 30%; further: 0% is about no effect
# Apoferritin bind: binds horse apoferritin like a general anesthetic. apoferritin/1-aminoanthracene competitive binding, fluorescence. P02791. 350,000 tested, 0.074% active. Potency, µM (series often up to 77.5 µM), for the others: at the highest dose activity change, negative = displacement, hits mostly inhibitors; further: potency means the concentration at half of the fitted maximal effect; on the % scale 0 is the no-effect control and ±100 the full control effect; nearly all actives have a fitted effect of over 20% in size
# Target sequence (P02791 2-175 limits assumed): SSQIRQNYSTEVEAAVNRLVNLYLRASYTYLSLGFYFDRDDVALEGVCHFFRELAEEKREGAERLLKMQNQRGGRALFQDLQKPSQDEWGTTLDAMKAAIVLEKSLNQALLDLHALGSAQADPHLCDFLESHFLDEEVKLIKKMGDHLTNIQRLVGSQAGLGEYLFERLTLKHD
#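 Steps: apoferritin (10 uM) was premixed with half-saturated 1-AMA in PBS, compounds were pin-transferred, plates stood 10 min at room temperature, fluorescence was read at 380/535 nm, and curves were fitted with a Hill equation.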
# RXFP1 ag: RXFP1 (human) receptor agonism; Q9HBX9; HEK293T-RXFP1 cAMP TR-FRET, 30 min; response scale: percent of porcine relaxin response, buffer zero; Potency, µM (highest dose often 57.5 µM), for inactives: at the top dose activation, hits mostly activators; 370,000 tested, 0.3% active; AID 2676; further: potency means the concentration at half of the fitted maximal effect; on the % scale 0 is the no-effect control and ±100 the full control effect; nearly all actives have a fitted effect of over 60% in size; many of its hits are not listed in these tables
#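 HEK293T cells stably expressing RXFP1 were pretreated with the PDE4 inhibitor Ro 20174, exposed to compounds for 30 min at 37C, lysed, and cAMP was read by TR-FRET. Data normalized to buffer (basal) and 29 nM porcine relaxin (100%).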
# Starred values were filed as active, the others as inactive; ? = inconclusive; . = not tested or not shown; & = joins results of further samples; [ ] = remark or other dose. Unless noted, the call rests on the fitted dose curve; in most records, active means well fitted curve in the direction sought with a large enough effect; inconclusive means small, poorly fitted or top-dose-only effect, or another doubt; inactive means no such curve, though single readings can be large; an effect the other way counts as inactive or inconclusive. Some of the compounds tested; count on the stated rates, not on these rows.
# Start of the data: the first 2 compounds, ahead of the listing:
SMILES,TRHR ag,TRHR enhancer,D2 potentiator,D1 antag,D1 ag,RXFP1 antagonist,D1 PAM,Apoferritin bind,RXFP1 ag
Cc1ccc(P(=O)(OCCN2CCOCC2)C(C)(C)C)o1 (stereo unspecified),-0.3,5,-3,-6,2,-15,0,-15%,-0.1%
Cc1cccc(C)c1OC(=O)CSc1nnc(CNC(=O)c2ccccc2)o1,0.4,-4,-5,-18,11,4,-2,-7%,-7.2%

# The list itself, previewed entries included:
SMILES,TRHR ag,TRHR enhancer,D2 potentiator,D1 antag,D1 ag,RXFP1 antagonist,D1 PAM,Apoferritin bind,RXFP1 ag
Cc1ccc(P(=O)(OCCN2CCOCC2)C(C)(C)C)o1 (stereo unspecified),-0.3,5,-3,-6,2,-15,0,-15%,-0.1%
Cc1cccc(C)c1OC(=O)CSc1nnc(CNC(=O)c2ccccc2)o1,0.4,-4,-5,-18,11,4,-2,-7%,-7.2%
COc1cccc(C(C(=O)NC(C)(C)C)N(C(=O)CCC(=O)Nc2cc(C)on2)C(C)(C)C)c1OC (stereo unspecified),-0.3,1,-6,-2,-1,-11,-3,-12%,-1.0%
O=C(COC(=O)c1ccccc1NCc1ccco1)Nc1ccc2c(c1)OCO2,-0.3,-1,-3,3,1,0,1,598%[activator],4.0%
COc1ccc(NS(=O)(=O)c2ccc(NS(=O)(=O)c3cccc(C(=O)O)c3)cc2)cc1,0.3,-5,18,0,4,7,-6,-7%,1.6%
O=C(O)c1cccc2c1C(=O)N(c1ccccc1)C2,4.1,6,3,0,3,-4,0,1%,-3.4%
Cc1ccc(S(=O)(=O)NC(C)(C)CSc2ccccn2)cc1,-1.8,2,-5,-8,2,-4,1,6%,3.2%
COc1ccc(CC(=O)NC(=S)Nc2ccc(S(N)(=O)=O)cc2)cc1,1.7,0,7,10,34*,3,-9,-7%,2.8%
Cc1cccc(C)c1NC(=O)CS(=O)CC(=O)NCC1OCCc2ccccc21 (stereo unspecified),2.1,1,15,3,2,-3,-4,0%,-3.0%
O=C(Cn1c(=S)[nH]c2ccccc2c1=O)NCCc1ccccc1,-0.4,-3,3,0,0,-6,-4,-8%,?
O=C1COc2ccc(C(=O)COC(=O)c3cnc(Cl)c(Cl)c3)cc2N1,-0.8,2,10,-6,10,-3,-6,-9%,0.7%
Cn1c(SCC(=O)c2c(N)n(C)c(=O)n(C)c2=O)nnc1-c1ccc(F)cc1,0.2,9,1,21,0,4,-2,-4%,7.7%
CCn1c(SCC(=O)Nc2ccc(C(=O)OC)cc2)nc2cccnc21,-0.5,3,35*,-1,0,-5,-1,-1%,3.9%
Cc1cc(C)nc(NC(=O)C(C)C)n1,1.1,5,9,1,1,7,-2,-2%,3.7%
COc1ccc(NC(=S)N(CCN2CCOCC2)C2CCN(C(C)=O)CC2)cc1Cl,-0.1,-1,2,9,3,-3,-4,-13%,0.3%
Cc1ccc(NC(=O)CSc2nnc(-c3ccncc3)o2)cc1,0.5,3,-2,7,2,21,3,-7%,1.2%
Clc1ccc(OCCCCSc2ncccn2)cc1,0.0,-1,-1,-11,1,-14,-2,-5%,0.1%
COc1c(Cl)cc(-c2noc(C)c2C(=O)NCc2ccc3c(c2)OCO3)cc1Cl,-0.3,-7,1,-5,-1,.,-3,-12%,-0.4%
O=C(NCCCN1CCCCC1)c1ccc2c(c1)sc1nc(-c3ccc(F)cc3)cn12,-0.1,3,10,-10,2,-4,2,31%[activator],-1.5%
CC(C)(C)c1ccc(/C=C/C(=O)NC2=NCCS2)cc1,-0.6,7,6,-2,2,-15,0,?,-0.2%
O=S(=O)(Nc1cccc2ccccc12)c1ccccc1,1.3&-0.4,0&6,-2,-21&-4,1&0,-6,12&-5,-1%,-0.6%
Cc1ccccc1CNC(=O)c1ccccc1NS(C)(=O)=O,-0.4,21,-6,-18,3,-8,1,-1%,-0.9%
Cc1cc(C)nc(Nc2n[nH]c(-c3ccccc3Cl)n2)n1,0.3,3,4,-5,0,-4,-9,-1%,-1.4%
CCOc1ccc(OCC(=O)NCCc2nc3ccccc3[nH]2)cc1,-2.3,-3,-3,-16,0,1,-6,-9%,5.4%
Cc1cc(NC(=O)c2ccc(NC(=O)C(C)C)cc2)no1,0.1,-1,11,3,0,-2,11,-7%,-0.3%
CC(=O)N1c2ccc(S(=O)(=O)N3CCCC(C(=O)NCc4ccc(Cl)cc4)C3)cc2CC1C (stereo unspecified),-0.7,-7,1,-13,7,-1,-5,-8%,2.9%
COCCn1c(SCc2nnc(-c3ccc(OC)c(OC)c3)o2)nnc1-c1ccncc1,0.4,2,0,-8,1,-13,-4,-2%,2.0%
CC1(C)Cc2cccc(OCC(=O)OCC(=O)NCc3ccc(F)cc3)c2O1,0.6,-3,15,10,2,-6,-3,.,0.4%
CC(C)NC(=O)Cn1c(SCC(=O)N2CCCc3ccccc32)nc2ccccc21,-0.5,-6,-2,-19,1,2,-5,-5%,0.3%
CC1=C(C(N)=O)C(c2cccnc2)n2nc(-c3cccc(C)c3)nc2N1 (stereo unspecified),0.0,16,-2,-8,8,-3,-2,-9%,-0.4%
COc1ccc(CN(C)S(=O)(=O)c2nnc(NC(=O)c3cccc(F)c3)s2)cc1OC,0.1,-1,-3,-3,14,-11,-4,-2%,21%
COc1cc(NC(=O)CC(C)S(=O)(=O)c2cc3c4c(c2)CCN4C(=O)CC3)cc(OC)c1 (stereo unspecified),-0.1,0,-4,3,2,.,-4,-1%,2.1%
Cn1cccc1/C=N/NC(=O)c1cccnc1,-0.7,5,-26,8,-2,-1,-10,-2%,-0.5%
CCOC(=O)/C(=C\C=C\N1CCOCC1)C(C)=O,-2.3,-1,-3,8,4,-19,-2,?,2.3%
Cc1ccccc1CNC(=O)c1oc2c(c1C)-c1[nH]ncc1CC2,0.5,6,2,-15,1,-6,0,2%,-0.5%
NS(=O)(=O)c1ccc(CCNC(=O)C2(S(=O)(=O)c3ccc(Cl)cc3)CC2)cc1,-0.1,2,12,-16,4,-6,2,-3%,2.7%

# Reformatted: 4 of the compounds above.
Cc1cc(NC(=O)c2ccc(NC(=O)C(C)C)cc2)no1
  TRHR ag: 0.1
  TRHR enhancer: -1
  D2 potentiator: 11
  D1 antag: 3
  D1 ag: 0
  RXFP1 antagonist: -2
  D1 PAM: 11
  Apoferritin bind: -7%
  RXFP1 ag: -0.3%
CC(=O)N1c2ccc(S(=O)(=O)N3CCCC(C(=O)NCc4ccc(Cl)cc4)C3)cc2CC1C (stereo unspecified)
  TRHR ag: -0.7
  TRHR enhancer: -7
  D2 potentiator: 1
  D1 antag: -13
  D1 ag: 7
  RXFP1 antagonist: -1
  D1 PAM: -5
  Apoferritin bind: -8%
  RXFP1 ag: 2.9%
COCCn1c(SCc2nnc(-c3ccc(OC)c(OC)c3)o2)nnc1-c1ccncc1
  TRHR ag: 0.4
  TRHR enhancer: 2
  D2 potentiator: 0
  D1 antag: -8
  D1 ag: 1
  RXFP1 antagonist: -13
  D1 PAM: -4
  Apoferritin bind: -2%
  RXFP1 ag: 2.0%
CC1(C)Cc2cccc(OCC(=O)OCC(=O)NCc3ccc(F)cc3)c2O1
  TRHR ag: 0.6
  TRHR enhancer: -3
  D2 potentiator: 15
  D1 antag: 10
  D1 ag: 2
  RXFP1 antagonist: -6
  D1 PAM: -3
  Apoferritin bind: .
  RXFP1 ag: 0.4%

# Continued:
SMILES,TRHR ag,TRHR enhancer,D2 potentiator,D1 antag,D1 ag,RXFP1 antagonist,D1 PAM,Apoferritin bind,RXFP1 ag
O=[N+]([O-])c1ccc(Oc2cccc(F)c2)c2ccncc12,-0.1,-4,5,.,-2,-6,-1,?,2.0%
O=C1C(Cc2ccccc2)C(c2ccccc2)N1c1ccccc1 (stereo unspecified),-0.1,-3,-7,-7,5,-15,-4,-13%,0.7%
O=C(CCC(=O)c1ccc(F)cc1)Nc1ccccc1Cl,-0.1,7,-5,2,1,-8,-2,0%,0.2%
COc1ccc(OC)c(CCNC(=O)CCCn2c(=O)c3cccn3c3cccnc32)c1,-0.1,-3,3,6,0,1,0,11%,?
Cc1ccc(-c2cc([C@H]3[C@H]4C=CC[C@@H](C)[C@@H]4C(=O)N3Cc3ccccc3)ccc2F)cc1,2.4,4,-4,10,10,.,2,-9%,-4.0%
COc1ccc(NC(=O)C(=O)Nc2cccc3ccccc23)c(OC)c1,0.6,-1,2,-18,7,-11,-1,-5%,-0.6%
CCCNc1c(NS(=O)(=O)c2ccc(Cl)s2)c(=O)oc2ccccc12,-0.1,-8,0,-3,2,25,-7,2%,-0.6%
Cc1c(NC(=O)/C(C#N)=C/c2ccc(-c3ccc(Cl)c(Cl)c3)o2)c(=O)n(-c2ccccc2)n1C,-1.1,7,-6,-22,0,0,-12,-6%,2.9%
CCOc1cccc(OCCCCn2cnc3ccccc3c2=O)c1,-1.0,-1,-4,0,9,-14,-5,?,1.8%
COc1ccc(S(=O)(=O)NCc2cccnc2)cc1Br,0.2,-2,4,-32*,15,-6,-6,-8%,-3.3%
COc1ccc(C(C)NC(=O)c2ccccc2Br)cc1OC (stereo unspecified),0.5,-4,12,.,-1,-9,-7,-2%,0.7%
Cc1ccccc1CC1(CO)CCCN(C(=O)c2ccccc2N(C)C)C1 (stereo unspecified),-0.4,-2,-23,0,2,-31,-9,-18%,-0.1%
O=C(O)C1CCN(C(=O)c2cccc3ccccc23)CC1,0.5,4,-9,8,2,-5,-5,7%,4.9%
CN(Cc1c(F)cccc1Cl)C(=O)c1cnc2ccccc2n1,-1.3,0,16,-4,7,14,-5,5%,0.7%
CCCCOC(=O)c1c(C)oc2ccc(NS(=O)(=O)c3ccc4c5c(cccc35)C(=O)N4)cc12,-0.6,3,7,.,-2,10,-4,-23%,1.0%
COc1ccc(/C=C/C(=O)c2cc(Br)ccc(=O)c2O)cc1,0.2,1,-2,-22,3,-32,-10,-22%,0.3%
Cc1c(Cl)cccc1NC(=O)C(C)n1c(=O)cc(-c2ccccc2)c2c(C)nn(C)c21 (stereo unspecified),0.2,3,-5,20,1,-4,-3,-3%,-1.2%

# Screens (PubChem BioAssay)
